STAT1 inh: reduces IFN-gamma driven STAT1 reporter signal. NIH 3T3 STAT1-luciferase reporter, luminescence. AID 920. 0.35% of 200,000 active. inhibition, % at 5.5 µM;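 active means inhibition above a set limit, the mean inhibition across all tested compounds plus 3 SD, cut at about 34% in these data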;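 further: 0% = IFN-gamma with DMSO and 100% = IFN-gamma with 300 µM nifuroxazide; values of inactives mirror those of a sister screen read the other way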
STAT3 blocker: reduces IL-6 driven STAT3 reporter signal. 0.89% of 190,000 active. inhibition, % at 5.5 µM. U3A cells, IL-6 STAT3-luciferase reporter, luminescence; host cell line lacks STAT1. AID 862;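 active means inhibition above the mean inhibition across all screened compounds plus 3 SD, cut at about 44% in these data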;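 further: 0% = DMSO only wells and 100% = 100 µM nifuroxazide control wells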
RAM network inh: blocks the yeast RAM network. S. cerevisiae dse1pr::URA3 reporter, 5-FOA growth OD615, 2 d; analog-sensitive cbk1-as2 kinase mutant strain. inhibition, % at 50 µM. 1.8% of 190,000 active. AID 868;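 active means inhibition above a set limit, 3 SD over mean compound inhibition, cut at about 8.4% in these data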;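 further: 0% = DMSO-only wells with no growth and 100% = 10 µM 1-NA-PP1 full growth; inhibition rescues growth on 5-FOA so higher OD means more RAM inhibition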
APP 5'UTR act: APP 5'UTR luciferase reporter activation. 1% of 190,000 active. AID 1276. SH-SY5Y APP 5'UTR luciferase reporter, luminescence; zero percent = DMSO vehicle wells. activation, % at 2 µM;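 active means activation above a set limit, based on mean plus 3 SD of controls, cut at about 140% in these data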; further: values of inactives mirror those of a sister screen read the other way
STAT1 act: activators of IFN-gamma induced STAT1 signaling; activation (% of control), % at 5.5 µM; NIH 3T3 STAT1-luciferase reporter, luminescence; 100% = IFN-gamma alone, no compound; AID 932; 2.6% of 200,000 active;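 active means activation above the screen-wide mean activation plus 3 SD, cut at about 130% in these data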;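 further: raw ratio to IFN-gamma control signal so 100% means no change and 0% no light; values of inactives mirror those of a sister screen read the other way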
FLuc inhib CS: Photinus pyralis luciferase inhibition counter-screen; ATPLite firefly luciferase biochemical luminescence, 10 min; P08659; inhibition, % at 10 µM; 1.5% of 200,000 active;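 active means inhibition above about 50% when tested at 10 µM, limit read from the data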
Target sequence (P08659 whole entry, looked up): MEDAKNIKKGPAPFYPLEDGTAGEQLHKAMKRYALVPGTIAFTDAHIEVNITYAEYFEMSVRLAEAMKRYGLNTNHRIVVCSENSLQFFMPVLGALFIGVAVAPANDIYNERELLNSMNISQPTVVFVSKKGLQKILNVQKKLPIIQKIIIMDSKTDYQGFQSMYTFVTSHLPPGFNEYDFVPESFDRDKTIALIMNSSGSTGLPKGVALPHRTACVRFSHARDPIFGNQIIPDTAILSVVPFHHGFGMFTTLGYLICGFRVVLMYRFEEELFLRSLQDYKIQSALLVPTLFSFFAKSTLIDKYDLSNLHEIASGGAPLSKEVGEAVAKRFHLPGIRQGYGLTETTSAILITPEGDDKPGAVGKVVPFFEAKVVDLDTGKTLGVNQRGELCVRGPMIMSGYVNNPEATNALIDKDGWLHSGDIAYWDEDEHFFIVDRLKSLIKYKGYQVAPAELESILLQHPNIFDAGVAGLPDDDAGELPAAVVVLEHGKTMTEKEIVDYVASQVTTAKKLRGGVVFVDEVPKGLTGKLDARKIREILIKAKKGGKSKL
APP transl inh: APP translation inhibition; SH-SY5Y APP 5'UTR-luciferase reporter, luminescence; inhibition, % at 2 µM; 0.82% of 190,000 active; AID 1285;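 active means inhibition above a set limit, derived from the sample mean plus 3 SD, cut at about 45% in these data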; further: values of inactives mirror those of a sister screen read the other way
STAT3 activator: STAT3 signaling activation; U3A cells, IL-6 STAT3-luciferase reporter, luminescence; 100% = signal with IL-6 EC80 alone; activation (% of control), % at 5.6 µM; 0.91% of 190,000 active; AID 871;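 active means activation above the screen-wide mean of compound activation plus 3 SD, cut at about 130% in these data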;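 further: 0% = background luminescence of wells with medium and substrate only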
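Material: STAT3-luciferase reporter U3A cells. Controls: IL-6-treated wells, 100% activation. Read-out: % activation versus median of IL-6-stimulated wells. Probe or stimulus: IL-6 stimulus at 33 ng/mL final. Timing: compound 1 h, then IL-6 6 h at 37 °C. Signal: reporter luminescence signal.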
NF-kB expr up: raises NF-kB expression in human neuronal cells; NF-kB reporter expression; active compounds read high; fold change at 12.5 µM; 1.6% of 190,000 active; AID 1239; in the data active means fold change above about 3.3
Hsp70 activator: transcriptional activators of Hsp70. HeLa Hsp70 promoter luciferase reporter, luminescence; scaled: vehicle 0, proteasome-inhibitor control 100%. activation, % at 10 µM. 0.04% of 200,000 active;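 active means activation above the mean across all tested compounds plus 3 SD, cutoff set per campaign, cut at about 5.5% in these data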;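 further: 100% = MG132 at 30 µM as the positive control and 0% = DMSO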
An asterisk follows results filed as active; x = no result given.

Below each compound – RAM network inh, Hsp70 activator, FLuc inhib CS, NF-kB expr up, STAT1 inh, APP 5'UTR act, APP transl inh, STAT3 activator, STAT1 act, STAT3 blocker
Cc1cccc(C)c1OCCOC(=O)c1n[nH]c2ccccc12
→ 6.7, 0.0, -2, 1.4, 0, 14, -14, 89, 100, 21
COc1ccccc1CNc1ncnc2nc[nH]c12
→ 0.1, -0.2, 0, 1, 8, -1, 1, 94, 94, 7
O=C(NCCNc1ccc([N+](=O)[O-])cc1)c1ccc(Cl)cc1
→ 1.8, -0.2, -2, 1.4, 3, 15, -15, 92, 97, 20
CCCNc1nc(N2CCCC2)nc(N2CCCC2)n1
→ 4.2, 0.0, -8, 0.92, 21, -15, 15, 104, 79, -2
Cc1cc(NC(=O)/C(C#N)=C/c2ccc(-c3cccc(C(F)(F)F)c3)o2)n(-c2ccccc2)n1
→ 1.8, -0.2, -6, 1, -4, 11, -11, 101, 103, -3
O=C(Cc1cccc2ccccc12)N/N=C/c1ccc(OC(=O)/C=C/c2ccco2)cc1
→ 4.0, 0.0, -7, 1.1, 2, 2, -2, 89, 98, 15
Cc1ccc(N(C(=O)CCC(=O)Nc2nccs2)C(C(=O)NC(C)(C)C)c2ccc(O)cc2)cc1 (stereo unspecified)
→ 4.6, 0.0, -1, 1.1, 0, 5, -5, 105, 101, -3
OC(Cn1ccnc1)c1ccc(Cl)cc1Cl (stereo unspecified)
→ 1.5, 0.0, -7, 1.1, 3, -3, 3, 96, 98, 10
Cc1ccc2oc(C(=O)Nc3nnc(C)s3)c(C)c2c1
→ 1.6, -0.1, 59*, 4.7*, -44, 8, -8, 77, 141*, 27
O=C(O)C1CCCCC1C(=O)Nc1cc(C(F)(F)F)ccc1Cl (stereo unspecified)
→ 0.0, -0.3, -5, 1.3, 1, 4, -4, 103, 98, -2
COCCNC(=O)C(c1ccco1)N(C(=O)Cn1nnc2ccccc21)c1cccc(C)c1C (stereo unspecified)
→ 1.1, -0.2, -7, 1.2, -8, 9, -9, 104, 107, -1
COc1ccc(NC(=O)c2cc3c([nH]c4ccccc43)c(C)n2)cc1
→ 4.7, -0.1, -5, 1, -13, 1, -1, 124, 111, -29
N=c1ccn(CC(=O)NC(N)=O)c2ccccc12
→ 1.3, -0.2, -6, 1.1, 14, 3, -2, 101, 87, 3
O=C(O)CCCN=CC1=C(O)C(C(=O)c2ccccc2)CCC1=O (stereo unspecified)
→ -1.1, -0.3, -4, 1.1, -3, -1, 1, 102, 101, 0
COc1ccc(C(=O)c2oc3ccc(Br)cc3c2NC(C)=O)cc1
→ 3.8, -0.3, -6, 1.1, 2, 2, -2, 81, 98, 30
CN(C(=O)c1ccccn1)c1nnc(-c2cnccn2)s1
→ 1.1, 0.5, 15, 1.4, -27, -10, 10, 94, 125, 12
Clc1cc(CSc2ccccc2)nc(-c2ccccc2)n1
→ 1.1, 0.3, -2, 1.2, 0, x, x, 103, 100, 2
CC1CCN(c2oc(Cc3cccc4ccccc34)nc2C#N)CC1
→ 10*, -0.5, -5, 1, -3, 1, -1, 99, 102, 9
COCCNC(=S)c1ccc(Br)cc1
→ 0.5, -0.1, -1, 1.1, 1, -2, 2, 98, 97, 9
CCOC(=O)C1(Cc2ccccc2)CCCN(Cc2ccncc2)C1 (stereo unspecified)
→ 1.2, -0.2, 0, 0.92, -3, -17, 17, 101, 101, 1
NC(=O)c1ncc(C(F)(F)F)cc1Oc1ccc(F)cc1
→ 0.5, 0.1, -10, 1.3, -9, -1, 1, 100, 108, 6
O=C(c1ccc(Cl)cc1)c1ccc(OCC(=O)N2CCOCC2)cc1
→ 3.1, -0.3, x, 0.9, 2, 1, -1, 90, 98, 15
CCOC(=O)c1cnn2c(C(F)(F)F)cc(-c3ccco3)nc12
→ -0.3, -0.1, -5, 1, -12, 15, -15, 91, 111, 13
Cc1ccc2c(Cl)c(C(=O)Nc3cc(C)on3)sc2c1
→ 2.7, 0.1, 13, 2.9, -35, 48, -48, 100, 132*, 1
O=C(CSc1nnc2c(n1)[nH]c1ccc(S(=O)(=O)N3CCOCC3)cc12)Nc1ccc(F)c(F)c1
→ 8.3, -0.1, 3, 1.3, -10, 12, -12, 106, 110, -7
CN1C(=S)N(c2cccnc2)C(=O)/C1=C\c1ccc(C(C)(C)C)cc1
→ 7.1, 0.1, -2, 1, 1, -16, 16, 88, 99, 22
Cc1cc(C=O)c(C)n1-c1ccc(N2CCOCC2)cc1
→ 2.8, 0.5, -7, 1.1, -4, -13, 13, 99, 103, 4
Cc1ccc(C)c2[nH]c(=O)c(C(c3nnnn3Cc3ccccc3)N3CCc4ccccc4C3)cc12 (stereo unspecified)
→ 2.3, -0.1, -7, 0.71, -2, 6, -6, 104, 102, 0
COc1ccc(CCNC(=O)c2cc(S(=O)(=O)N(C)c3ccccc3)ccc2Cl)cc1
→ 5.7, -0.2, 0, 0.87, 4, -4, 4, 100, 97, 3
CCNS(=O)(=O)c1ccc(CCC(=O)NCc2ccc(C)cc2)cc1
→ 0.7, -0.1, -9, 1.1, 2, -16, 16, 103, 97, 2

Reprinted from the part before: five entries, then new ones.
Below each compound – RAM network inh, Hsp70 activator, FLuc inhib CS, NF-kB expr up, STAT1 inh, APP 5'UTR act, APP transl inh, STAT3 activator, STAT1 act, STAT3 blocker
CN1C(=S)N(c2cccnc2)C(=O)/C1=C\c1ccc(C(C)(C)C)cc1
→ 7.1, 0.1, -2, 1, 1, -16, 16, 88, 99, 22
Cc1cc(C=O)c(C)n1-c1ccc(N2CCOCC2)cc1
→ 2.8, 0.5, -7, 1.1, -4, -13, 13, 99, 103, 4
Cc1ccc(C)c2[nH]c(=O)c(C(c3nnnn3Cc3ccccc3)N3CCc4ccccc4C3)cc12 (stereo unspecified)
→ 2.3, -0.1, -7, 0.71, -2, 6, -6, 104, 102, 0
COc1ccc(CCNC(=O)c2cc(S(=O)(=O)N(C)c3ccccc3)ccc2Cl)cc1
→ 5.7, -0.2, 0, 0.87, 4, -4, 4, 100, 97, 3
CCNS(=O)(=O)c1ccc(CCC(=O)NCc2ccc(C)cc2)cc1
→ 0.7, -0.1, -9, 1.1, 2, -16, 16, 103, 97, 2
O=C(Nc1cccc(C(F)(F)F)c1)c1cc2c(=O)c3ccccc3oc2nc1C(F)(F)F
→ 5.4, -0.4, -4, 0.81, -3, 0, 0, 95, 103, 10
Cc1ccc(C(C(=O)Nc2ccc3c(c2)OCO3)N(C)C(=O)/C=C\c2ccc3c(c2)OCO3)cc1 (stereo unspecified)
→ 5.1, -0.2, -2, 0.99, -4, -2, 2, 106, 104, -3
Cc1ccc(NC(NC(=O)Cc2ccccc2)C(Cl)(Cl)Cl)cc1 (stereo unspecified)
→ 0.9, -0.4, -2, 1, 2, 0, 0, 103, 98, -5
N#Cc1ccccc1OCC(O)CS(=O)(=O)c1ccccc1 (stereo unspecified)
→ 0.9, 0.5, 5, 1.1, -2, -13, 13, 95, 100, 12
CCOc1ccc(C(C)=O)cc1CSc1nc(C)cc(C)n1
→ 1.0, -0.4, -3, 1.1, 6, 7, -7, 111, 94, -6
O=C(Nc1nccc(-c2cccs2)n1)c1ccccc1Cl
→ 4.1, -0.2, 3, 1.4, -6, -2, 2, 86, 106, 22
O=C1C(Cl)=C(NCC2CCCO2)C(=O)N1C1CCCCC1 (stereo unspecified)
→ 1.6, -0.1, -6, 0.96, 5, 1, -1, 112, 95, -7
CN(C1=NC(=O)C(CC(=O)O)S1)c1ccc(O)cc1 (stereo unspecified)
→ 0.4, -0.3, -7, 1.3, 2, -11, 11, 92, 96, 11
Cc1nc(NC(=O)c2ccco2)sc1-c1csc(Nc2ccc(Cl)cc2Cl)n1
→ 3.9, 0.1, -8, 0.56, -14, -8, 8, 94, 113, 9
O=C(NCCN1CCC(Cc2ccccc2)CC1)C1CCCN(S(=O)(=O)c2cnc[nH]2)C1 (stereo unspecified)
→ 0.8, -0.3, -7, 1.7, 4, -4, 4, 97, 96, 8
Cn1cc(C(=O)c2ccc(Cl)cc2Cl)cc1C(=O)O
→ 0.8, -0.2, -7, 1, -4, 11, -11, 97, 104, 4
Cc1nnc(C)c2c(C)n(-c3ccc4ncccc4c3)c(C)c12
→ 0.9, 0.1, -8, 1.3, 0, 14, -14, 97, 98, 6
COc1cc(-c2cc(C(=O)Nc3ccccc3N3CCOCC3)c3ccccc3n2)cc(OC)c1OC
→ 1.0, -0.2, -9, 0.31, -2, -33, 33, 101, 102, -2
Nc1ncnc(Sc2ccccc2)c1[N+](=O)[O-]
→ 73*, -0.4, -4, 3.1, 22, -12, 12, 113, 80, -12
Cc1ccc(-c2cc(-c3nnc(SCC(=O)NCC(C)C)n3N)c3ccccc3n2)cc1
→ 5.4, 0.5, 10, 0.97, -5, 2, -2, 107, 104, -2
O=C1CCCc2c1nn(-c1ccccc1)[n+]2[O-]
→ 0.3, -0.5, -1, 1, -1, -5, 5, 98, 100, 5
Cc1ccc(SCCC(=O)Nc2cccnc2)cc1
→ 1.8, -0.5, -4, 1.2, 1, 25, -26, 104, 99, 1
CC(=O)NC(=S)Nc1ccccc1N1CCN(C(=O)c2ccccc2)CC1
→ 4.1, 0.0, -4, 0.9, 2, -2, 2, 89, 97, 19
CC(=O)c1cc2c(cc1NC(=O)c1c(-c3ccccc3)noc1C)OCO2
→ 2.9, -0.2, -9, 0.98, 6, -16, 16, 91, 94, 20
CCOC(=O)c1ccc(NC(=O)C2CCCO2)cc1 (stereo unspecified)
→ 2.2, 0.1, 15, 1.8, -28, 69, -69, 93, 125, 13
Cc1ccc(-n2c(SCC(=O)NCC3CCCO3)nc3n[nH]c(C)c3c2=N)cc1Cl (stereo unspecified)
→ 7.8, -0.3, -11, 0.5, 6, -7, 7, 66, 95, 45*
Cc1ccc(S(=O)(=O)NN2C(=O)c3ccccc3NC2c2cccc(O)c2)cc1 (stereo unspecified)
→ 2.3, -0.3, -6, 1.2, -1, x, x, 95, 103, 11
O=C(c1cccc(COc2cccc3ccccc23)c1)N1CCCC1
→ 1.8, 0.1, -1, 1.3, -15, 19, -19, 116, 119, -15
Cc1cccc2nc(-c3cccc(NC(=O)Cc4ccccc4)c3)cn12
→ -0.3, -0.2, 4, 0.97, -7, 11, -12, 81, 106, 23
CCC(=O)N1COC[C@@H]1Cc1ccccc1
→ 0.6, -0.5, -6, 1.2, -4, 6, -6, 99, 104, 3
C=C(C)CNC(=S)NNC(=O)CCn1c2ccc(Cl)cc2c2cc(Cl)ccc21
→ 1.1, -0.1, -4, 0.96, 0, -4, 4, 106, 100, -6
CCCc1ccc(OC(=O)c2ccc(O)cc2Cl)cc1
→ 1.5, -0.1, 28, 4.3*, -20, 218*, -218, 82, 119, 28
C1=Nc2c(Nc3ccccc3)ncnc2Oc2ccccc21
→ 4.2, -0.1, -7, 1.9, -14, 6, -6, 96, 112, 10

Gathered by group, the compounds so far containing a thiophene ring, fused or not (2)
Below each compound – RAM network inh, Hsp70 activator, FLuc inhib CS, NF-kB expr up, STAT1 inh, APP 5'UTR act, APP transl inh, STAT3 activator, STAT1 act, STAT3 blocker
Cc1ccc2c(Cl)c(C(=O)Nc3cc(C)on3)sc2c1
→ 2.7, 0.1, 13, 2.9, -35, 48, -48, 100, 132*, 1
O=C(Nc1nccc(-c2cccs2)n1)c1ccccc1Cl
→ 4.1, -0.2, 3, 1.4, -6, -2, 2, 86, 106, 22
